# Screens from PubChem.
# GRK2 aptamer HTS: blocks RNA aptamer binding to human GRK2; P25098; bead flow cytometry, FAM-aptamer displacement from GRK2; inhibition of aptamer binding, % at 10 µM; actives 0.59% (n = 330,000); AID 488847;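 active = inhibition of aptamer binding above 40%, roughly 3 SD of noise, on plates passing a quality check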;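 note: median bead fluorescence of bound FAM aptamer so fluorescent compounds give negative values; no value below 0 was filed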
# MEP2-GFP yeast: yeast TOR pathway MEP2-GFP modulation; S. cerevisiae MEP2-GFP strain, flow cytometry GFP, 3 h; 100% = DMSO control level; GFP response vs DMSO, % at 10 µM; actives 0.51% (n = 330,000); AID 2016;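 active = GFP response versus DMSO above a set limit, roughly screen mean plus 3 SD, cut at about 180% in these data; inconclusive = fewer than 70 cells counted for a yeast strain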;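 note: median GFP fluorescence of the barcode-gated MEP2-GFP cells per well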
# GASC-1 inh: human JMJD2C demethylase inhibition; GST-JMJD2C(1-420) H3K9me3 demethylation, DELFIA europium; inhibition, % at 2.35 µM; actives 0.069% (n = 330,000); AID 2099;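 active = more than half of a compound's replicate wells show inhibition beyond 50%, single wells judged on their own value; inconclusive = some, but no more than half, of replicates pass 50% inhibition; inactive = no replicate passes 50% inhibition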;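 note: signal counts dimethyl H3K9 product captured on neutravidin plate; 0% = median of DMSO wells and 100% = 0.3 times that DMSO median; strong numbers were not always called active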
# AGP1-GFP MLPCN: alters AGP1-GFP fluorescence in TOR pathway yeast screen. GFP response vs DMSO, % at 10 µM. actives 0.02% (n = 320,000). AID 2066. S. cerevisiae AGP1-GFP multiplex flow cytometry, 3 h; GFP as percent of DMSO wells;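 active = GFP response relative to DMSO above a set limit, near screen average plus 3 SD, cut at about 150% in these data; inconclusive = fewer than 70 cells counted for the yeast strain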;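 note: median GFP channel fluorescence of the gated AGP1 strain per well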
# RPL19A-GFP yeast: alters RPL19A-GFP fluorescence in TOR pathway yeast screen. S. cerevisiae RPL19A-GFP strain, flow cytometry, 3 h; stronger effect = lower value. percent response vs DMSO, % at 10 µM. actives 0.3% (n = 330,000);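 active = percent response vs DMSO below 50%; inconclusive = fewer than 70 events counted for the yeast strain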;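 note: median channel GFP fluorescence of the barcoded RPL19A-GFP strain; ratio of sample median GFP to plate DMSO average so 100% = DMSO; lower means less RPL19A-GFP as with rapamycin TOR inhibition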
# LAP4-GFP MLPCN: modulators of TOR pathway LAP4-GFP in S. cerevisiae; S. cerevisiae LAP4-GFP multiplex, flow cytometry GFP, 3 h; median GFP as percent of DMSO wells; GFP response vs DMSO, % at 10 µM; actives 0.34% (n = 320,000);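 active = GFP response vs DMSO above a set limit, about the screen mean plus 3 SD, cut at about 150% in these data; inconclusive = under 70 cell events counted for the yeast strain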
# CIT2 TOR yeast: alters CIT2-GFP fluorescence in TOR pathway yeast screen | S. cerevisiae CIT2-GFP strain, flow cytometry, 3 h; 100 means same as DMSO wells | GFP response vs DMSO, % at 10 µM | actives 0.065% (n = 320,000) | AID 2029;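 active = GFP response relative to DMSO above a set limit, near the screen mean plus 3 SD, cut at about 150% in these data; inconclusive = Fewer than 70 cells measured for a yeast strain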;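 note: ratio of well median GFP fluorescence to mean of DMSO wells on the plate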
# VLA-4 inh: inhibition in a human VLA-4 binding assay; inhibition, % (about 7 µM as worked out from the volumes in the protocol); actives 0.2% (n = 330,000); P13612; VLA-4 expressing cells, ligand binding flow cytometry; in the data active = inhibition above about 50%
# Target sequence (P13612 whole entry, looked up): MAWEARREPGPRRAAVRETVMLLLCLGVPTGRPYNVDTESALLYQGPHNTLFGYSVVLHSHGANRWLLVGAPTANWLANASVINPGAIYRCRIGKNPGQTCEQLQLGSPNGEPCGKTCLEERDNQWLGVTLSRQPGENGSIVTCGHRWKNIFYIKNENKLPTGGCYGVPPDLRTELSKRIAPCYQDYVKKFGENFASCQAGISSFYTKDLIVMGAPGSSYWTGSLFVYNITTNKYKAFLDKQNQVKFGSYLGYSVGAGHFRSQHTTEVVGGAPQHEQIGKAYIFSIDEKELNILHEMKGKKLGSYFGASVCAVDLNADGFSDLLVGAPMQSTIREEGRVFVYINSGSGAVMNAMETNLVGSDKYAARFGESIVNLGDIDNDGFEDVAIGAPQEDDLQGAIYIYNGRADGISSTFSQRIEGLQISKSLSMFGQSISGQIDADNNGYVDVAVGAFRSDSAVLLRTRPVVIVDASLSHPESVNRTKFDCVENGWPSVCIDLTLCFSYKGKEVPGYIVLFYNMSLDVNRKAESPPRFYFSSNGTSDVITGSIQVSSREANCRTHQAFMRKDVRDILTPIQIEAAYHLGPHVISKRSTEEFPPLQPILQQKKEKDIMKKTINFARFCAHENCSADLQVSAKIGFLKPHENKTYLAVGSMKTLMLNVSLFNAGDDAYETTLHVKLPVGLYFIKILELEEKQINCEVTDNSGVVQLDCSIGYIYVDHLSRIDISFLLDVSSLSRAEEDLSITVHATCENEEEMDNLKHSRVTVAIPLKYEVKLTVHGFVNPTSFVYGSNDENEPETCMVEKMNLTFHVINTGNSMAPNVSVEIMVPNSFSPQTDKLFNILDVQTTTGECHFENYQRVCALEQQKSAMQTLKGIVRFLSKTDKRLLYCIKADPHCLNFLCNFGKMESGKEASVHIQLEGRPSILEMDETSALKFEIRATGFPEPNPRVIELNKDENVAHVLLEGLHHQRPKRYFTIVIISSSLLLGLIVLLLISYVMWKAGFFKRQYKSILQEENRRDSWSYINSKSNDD
# * = called active by the depositor; ? = inconclusive; / = not tested or not shown; [ ] = dose if it differs, or a comment.
# The opening six compounds, ahead of the listing:
SMILES,GRK2 aptamer HTS,MEP2-GFP yeast,GASC-1 inh,AGP1-GFP MLPCN,RPL19A-GFP yeast,LAP4-GFP MLPCN,CIT2 TOR yeast,VLA-4 inh
CCS(=O)(=O)N1CCN(C(=O)CC(C)C)CC1,0,95,9,92,93,91,86,-5
CCOC(=O)N1CCN(C(=O)CN(c2cccc(C(F)(F)F)c2)S(C)(=O)=O)CC1,2,97,1,96,94,104,96,-5
CCOC(=O)C(C(=O)NCCCN1CCOCC1)C1CCCCC1 (stereo unspecified),2,100,-31,102,101,108,107,-1
COc1ccc2[nH]c(CN3CCC(CO)(CCOc4ccccc4)CC3)c(C)c2c1,0,91,-38,101,94,103,89,5
COC(=O)CSc1nnc(CCc2ccccc2)n1C,4,110,3,102,108,102,98,0
COc1ccccc1CCNC(=O)C(=O)NCCC1CCCCN1S(=O)(=O)c1cccs1 (stereo unspecified),2,105,5,101,99,99,104,5

# This part in full (from the top)
SMILES,GRK2 aptamer HTS,MEP2-GFP yeast,GASC-1 inh,AGP1-GFP MLPCN,RPL19A-GFP yeast,LAP4-GFP MLPCN,CIT2 TOR yeast,VLA-4 inh
CCS(=O)(=O)N1CCN(C(=O)CC(C)C)CC1,0,95,9,92,93,91,86,-5
CCOC(=O)N1CCN(C(=O)CN(c2cccc(C(F)(F)F)c2)S(C)(=O)=O)CC1,2,97,1,96,94,104,96,-5
CCOC(=O)C(C(=O)NCCCN1CCOCC1)C1CCCCC1 (stereo unspecified),2,100,-31,102,101,108,107,-1
COc1ccc2[nH]c(CN3CCC(CO)(CCOc4ccccc4)CC3)c(C)c2c1,0,91,-38,101,94,103,89,5
COC(=O)CSc1nnc(CCc2ccccc2)n1C,4,110,3,102,108,102,98,0
COc1ccccc1CCNC(=O)C(=O)NCCC1CCCCN1S(=O)(=O)c1cccs1 (stereo unspecified),2,105,5,101,99,99,104,5
O=C(CSCc1ccccc1Cl)NN=C1CCCCCC1,0,107,25,111,91,84,100,1
Cc1cccc(CN2CCN(c3ccccn3)CC2)c1,0,105,2,106,104,105,108,-1
CC(C)(C)c1ccc(C(=O)NCCC(=O)N2CCC3(CC2)NCCc2[nH]cnc23)cc1,5,189*[may fluoresce violet],-3,?,17*[may fluoresce violet],81[may fluoresce violet],?,-4
CCC(C)NC(=O)C1CCN(C(=O)N(C)C)CC1 (stereo unspecified),0,101,4,104,100,101,108,-12
CCN(CC)CCCNC(=O)c1ccc(C)c(NC(=O)C2=C(C)OCCS2)c1,1,107,5,105,105,97,109,7
O=C(c1ccc([N+](=O)[O-])c(CS(=O)(=O)c2ccc(Cl)cc2)c1)N1CCCC1,2,93,1,93,97,94,91,14
Cc1nonc1OCCn1c([N+](=O)[O-])cnc1C,0,102,-13,92,100,94,98,2
CCc1ccc(NC(=O)CSc2nnc(C)c(=O)n2N)cc1,0,?,-13,?,?,?,?,-4
Cc1nn(C)c(-c2n[nH]c(=S)n2Cc2ccco2)c1Cl,0,106,11,97,99,95,103,-32
Cc1ccc(OCCOc2ccc(Br)cc2)c([N+](=O)[O-])n1,0,98,6,89,100,116,78,0
Cc1nc(C)c(C(=O)NCc2ccc(Cl)cc2)o1,1,98,52,104,97,100,106,1
COc1ccc([N+](=O)[O-])cc1N(CC(=O)NC1CCCCC1)S(C)(=O)=O,0,96,-6,107,102,99,111,2
COc1ccc2[nH]c3c(N4CC(C)OC(C)C4)ncnc3c2c1 (stereo unspecified),3,100,-11,96,97,98,91,22
COc1cccc(C2=Nn3c(nnc3-c3ccccc3O)SC2)c1,4,101,-3,97,97,103,90,0
COc1cc(C(=O)N2CCN(S(=O)(=O)c3cccs3)CC2)cc(OC)c1C,0,102,-4,97,98,86,90,22
O=C(O)c1nc2ccccc2nc1C(=O)O,4,95,-20,91,92,94,90,10
CC1CN(C(=O)C2CC2)C(C)CN1C(=O)C1CC1 (stereo unspecified),5,111,3,100,95,93,101,2
O=C(Nc1cccc(Cl)c1N1CCCC1)c1ccc(Br)o1,0,98,8,100,103,98,103,-2
COc1cc(C2C(C(=O)c3cccs3)=C(O)C(=O)N2CCN2CCOCC2)cc(OC)c1OC (stereo unspecified),2,109,-4,103,107,102,110,10
CCOc1cc2[nH]c(=S)n(CCC(=O)N3CCc4ccccc4C3)c(=O)c2cc1OCC,2,97,-3,93,97,98,91,-5
CCCCCCCCCCNC(=O)C(=O)Nc1ccccn1,4,106,17,100,106,105,103,1
Cc1ccc(S(=O)(=O)NCc2ccccc2)cc1C(=O)N1CCCC(C(F)(F)F)C1 (stereo unspecified),0,99,6,107,100,104,104,-7
COc1ccc(N2CCN(CCCn3c(=S)[nH]c4ncccc4c3=O)CC2)cc1,0,99,-8,107,103,105,101,-1
Cn1nc(-c2ccc(Cl)cc2)nc2c(=O)n(C)c(=O)nc1-2,34,111,?,105,52,203*,62,9
CCOC(=O)c1[nH]c2ccc(OC)cc2c1NC(=S)N1CCN(c2ccc(F)cc2)CC1,0,102,-2,100,102,102,95,17
Cc1c(SCCO)c(=O)[nH]c2cc3c(cc12)OCO3,7,106,2,/,104,112,111,6
O=C1CCCCC1Sc1ccc(Cl)cc1[N+](=O)[O-] (stereo unspecified),1,92,-34,96,96,108,97,-6
COc1cc(NC(=O)[C@@H](NC(=O)c2ccco2)C(C)C)c(OC)cc1NC(=O)c1ccccc1,3,102,17,109,110,103,102,11
COc1cc(C2=NOC(C(=O)Nc3cccnc3)C2)cc(OC)c1OC (stereo unspecified),2,104,7,102,107,94,106,-3
CCNc1nc(NCC)nc(NC(N)=S)n1,1,109,-22,109,101,110,107,1
C/C=C/c1ccc(OC(C)=O)c(OC)c1,2,95,6,92,106,103,82,16
CCCNC(=S)NC1CCCC1,0,95,-1,95,99,104,103,-6
Cc1cc(NC2C3CC4CC(C3)CC2C4)n2ncnc2n1 (stereo unspecified),6,110,5,110,102,100,100,6
C=C[C@@H]1c2cccc(C)c2N(S(=O)(=O)c2ccc(C)cc2)[C@H](c2ccccc2)C1(C#N)S(=O)(=O)c1ccccc1 (stereo partly specified),1,102,/,109,104,111,111,2
CNc1nc2sc3c(c2c(=O)n1C)CC(C)(C)SC3,0,92,2,87,90,90,75,-13
CCOC(=O)C1=NOC(CNC(=O)c2c(-c3ccccc3Cl)noc2C)C1 (stereo unspecified),1,?,-1,96[may fluoresce red],?,?,87[may fluoresce red],11
CC(C)c1nn(-c2cc(C(F)(F)F)ccn2)c(=O)o1,2,102,10,96,96,105,99,15
CCN(C(=O)Cn1c(=O)oc2ccccc21)c1c(N)n(Cc2ccccc2)c(=O)[nH]c1=O,0,93,1,89,87,90,86,-2
Cc1oc(-c2ccc(-c3ccccc3)cc2)nc1CN1CCN(CC(=O)N(C)C)CC1,0,97,9,101,98,107,89,-2
CN(C)S(=O)(=O)c1cccc(NC(=O)COC(=O)/C=C/c2ccc3c(c2)OCO3)c1,1,98,3,107,101,98,100,4
CCCCN(C(=O)Cc1ccc(S(=O)(=O)N2CCOCC2)s1)c1c(N)n(CCCC)c(=O)[nH]c1=O,2,103,4,109,99,108,109,-4
N#Cc1c(C(F)(F)F)cc(-c2ccccc2)nc1SCC(=O)Nc1sc2c(c1C#N)CCC2,0,102,7,102,100,106,101,-24
Cc1ccc(CNC(=O)c2ccc3c(=O)n4c(-c5ccc(C)cc5)csc4nc3c2)cc1,0,109,0,80,84,121,103,-14
O=[N+]([O-])c1ccc2c(c1)ncn2-c1ccccc1,3,100,2,89,98,100,89,17
Cc1ccc(-c2noc(C3CCCN(C(=O)c4cccc([N+](=O)[O-])c4)C3)n2)o1 (stereo unspecified),1,97,-1,96,103,97,97,1
COc1ccc(CC(NC(C)=O)C(=O)NC2CCN(C(=O)c3cc(OC)c(OC)c(OC)c3)CC2)cc1 (stereo unspecified),0,97,8,99,95,106,91,1
Cc1cccc(Cc2nnc(CCC(=O)NCc3cn4ccccc4n3)o2)c1,2,103,-4,110,114,100,103,-10
COc1ccc(NC(=O)C2CCC(CNc3c(N4CCOCC4)c(=O)c3=O)CC2)cc1Cl (stereo unspecified),2,114,7,104,99,114,90,2
CCOC(=O)c1c(NC(=O)c2cccc(N3C(=O)CCC3=O)c2)sc2c1CCN(CC)C2,2,114,1,110,97,102,92,5
CC(C)[C@H](NC(=O)c1ccccc1)C(=O)OCc1nnc(-c2ccccc2)o1,2,95,-30,98,96,104,94,3
Cc1ccc(-c2noc(CN3CCC(C(N)=O)CC3)n2)cc1,0,94,-16,103,103,88,/,-5
COC(=O)c1ccncc1N,0,112,5,111,105,113,110,11
CC1CCN(S(=O)(=O)c2cc(Br)cc(C(=O)NC3=NCCS3)c2)CC1,2,111,5,109,105,98,110,-3
COC(=O)Cc1ccc(NC(=S)N2CCN(C(=O)C3CCCO3)CC2)cc1 (stereo unspecified),0,100,-5,99,102,98,99,13

# (listing goes on)
SMILES,GRK2 aptamer HTS,MEP2-GFP yeast,GASC-1 inh,AGP1-GFP MLPCN,RPL19A-GFP yeast,LAP4-GFP MLPCN,CIT2 TOR yeast,VLA-4 inh
CCC(=O)NC(=S)Nc1ccccc1F,0,96,4,94,97,93,95,-1
CN(C(=O)c1ccccc1C(=O)OCC(=O)Nc1cccc(Br)c1)c1ccccc1,0,109,4,110,101,115,91,13
COc1ccc(Nc2ccc([N+](=O)[O-])cn2)cc1,2,105,5,92,97,101,100,0
CN1C(=S)SC(N(O)C(=O)Nc2ccc(Cl)c(Cl)c2)C1(C)C (stereo unspecified),0,102,-11,109,105,104,104,9
Cc1cc(OCC(=O)N(Cc2ccco2)C2CCS(=O)(=O)C2)cc(C)c1Cl (stereo unspecified),1,102,-6,104,96,106,94,-20
O=C(COC(=O)CCS(=O)(=O)c1ccc(F)cc1)NC1CCCCC1,2,102,-2,104,104,100,94,2
Cc1ccc(COc2ccsc2C(=O)NNC(N)=S)cc1,0,95,6,98,95,94,91,6
CC(C)c1ccc(NC2CCCN(C(=O)c3ccc(N4CCOCC4)cc3)C2)cc1 (stereo unspecified),0,105,2,96,108,85,111,2
COc1cccc(/C=N/NC(=O)CC(C)O)c1OC/C=C/c1ccccc1 (stereo unspecified),1,99,0,76,114,74,78,0
CCOc1cc(N2CCOCC2)c(OCC)cc1NC(=O)CSc1ncccn1,0,102,16,104,97,96,102,-10
CC(NC(=O)Cn1cnnn1)C12CC3CC(CC(C3)C1)C2 (stereo unspecified),3,96,6,101,98,101,98,-22
CCC(=O)Nc1ccc(NC(=O)CCc2ccccc2)cn1,3,102,-32,95,104,82,107,5
Cc1noc(NS(=O)(=O)c2ccc(NC(=O)COc3ccccc3)cc2)c1C,3,103,-5,96,97,103,102,-3
COc1cc(OC)cc(C(=O)OC/C(O)=C(\C#N)c2nc3ccccc3[nH]2)c1,4,100,-3,104,99,96,101,-6
CC(=O)Nc1ccc(S(=O)(=O)NCC(=O)OCC(=O)N2CCN(c3ccccc3)CC2)cc1,0,134,-6,97,98,103,94,-5
COc1ccc(S(=O)(=O)N2CCNC(=O)C2)cc1Br,0,104,11,108,100,105,102,5
COc1ccc(OC)c(C2CC(c3ccc(NS(C)(=O)=O)cc3)=NN2C(=O)c2ccccc2)c1 (stereo unspecified),0,104,0,107,101,102,105,-3
COc1ccccc1CNC(=O)c1cc2ccccc2oc1=O,6,104,0,106,103,103,100,-10
O=C(Nc1nc(-c2ccc3c(c2)OCO3)cs1)C1CC1,2,93,3,95,94,100,90,22
Cc1ccc(N(CCC#N)C(=O)COC(=O)c2cc(C)oc2C)cc1,0,98,-3,107,101,98,96,0
